Compound activity deposited in PubChem by several laboratories.
TNF necrop inh – blocks TNF-alpha induced death of Jurkat FADD-/- cells; Jurkat FADD-/- TNF necroptosis rescue, ATP luminescence, 24 h; 0 = TNF only, 100 = no-TNF cells; actives 0.068% (n = 220,000); activation (protection from cell death), % at 10 µM;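 active = activation, meaning protection from cell death, of at least 50% relative to plate controls; inactive = activation below 50%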;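 also: necroptosis triggered by 40 ng/mL TNF-alpha added together with compound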
CHOP inhibitor – blocks CHOP induction under ER stress. actives 3.8% (n = 220,000). inhibition, % at 10 µM. CHO-K1 CHOP-promoter luciferase, tunicamycin-induced, 15-18 h;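 active = compounds that reduced the stress-induced luciferase reporter signal by more than about 70% of percent inhibition, limit read from the data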;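 also: 0% = tunicamycin plus vehicle and 100% = wells without tunicamycin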
TbHK1 inh – blocks Trypanosoma brucei hexokinase 1 activity; recombinant TbHK1, G6PDH-coupled NADH A340; inhibition, % at 10 µM; actives 0.11% (n = 220,000); AID 1430;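 active = inhibition of 50% or more in the single-dose primary screen; inactive = inhibition below 50%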
FXIa inh – factor XIa (human) inhibition. P03951. purified FXIa, Boc-Glu-Ala-Arg-AMC fluorogenic substrate. inhibition, % at 5 µM. actives 0.14% (n = 220,000). AID 798;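 active = inhibition of at least 40%; inactive = inhibition below 40%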;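 also: fluorescence of freed AMC excited at 355 nm; 0% = enzyme without compound and 100% = no enzyme blank; many of its hits are not listed in these tables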
Target sequence (P03951 19-387 limits assumed): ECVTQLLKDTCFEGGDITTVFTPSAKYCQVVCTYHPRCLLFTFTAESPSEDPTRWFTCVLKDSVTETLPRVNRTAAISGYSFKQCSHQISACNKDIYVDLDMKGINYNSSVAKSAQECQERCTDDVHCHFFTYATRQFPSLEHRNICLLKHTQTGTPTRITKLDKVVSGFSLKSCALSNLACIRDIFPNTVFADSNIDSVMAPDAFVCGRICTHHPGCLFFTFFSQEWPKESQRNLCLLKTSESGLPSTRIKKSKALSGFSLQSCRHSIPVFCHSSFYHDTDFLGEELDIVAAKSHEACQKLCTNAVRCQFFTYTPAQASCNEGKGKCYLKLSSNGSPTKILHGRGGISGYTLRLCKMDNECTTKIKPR
Target sequence (P03951 388-625 limits assumed): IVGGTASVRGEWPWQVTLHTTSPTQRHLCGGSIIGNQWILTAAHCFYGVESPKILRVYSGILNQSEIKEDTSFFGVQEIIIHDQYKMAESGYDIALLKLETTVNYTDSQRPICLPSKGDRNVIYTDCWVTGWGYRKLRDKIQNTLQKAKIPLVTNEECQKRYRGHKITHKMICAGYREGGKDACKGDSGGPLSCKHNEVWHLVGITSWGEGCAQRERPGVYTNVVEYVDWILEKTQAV
PGE2 EP2 inh – blocks the human prostaglandin E2 receptor EP2; P43116; C6 glioma cells expressing human EP2, cAMP TR-FRET; cells stimulated with saturating PGE2; inhibition, % at 25 µM; actives 0.52% (n = 260,000);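 active = percent inhibition above 40 after rounding to a whole number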;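 also: rat C6 glioma host cells with rolipram phosphodiesterase inhibitor present; the protocol text gives 20 µM as final concentration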
Target sequence (P43116 whole entry, looked up): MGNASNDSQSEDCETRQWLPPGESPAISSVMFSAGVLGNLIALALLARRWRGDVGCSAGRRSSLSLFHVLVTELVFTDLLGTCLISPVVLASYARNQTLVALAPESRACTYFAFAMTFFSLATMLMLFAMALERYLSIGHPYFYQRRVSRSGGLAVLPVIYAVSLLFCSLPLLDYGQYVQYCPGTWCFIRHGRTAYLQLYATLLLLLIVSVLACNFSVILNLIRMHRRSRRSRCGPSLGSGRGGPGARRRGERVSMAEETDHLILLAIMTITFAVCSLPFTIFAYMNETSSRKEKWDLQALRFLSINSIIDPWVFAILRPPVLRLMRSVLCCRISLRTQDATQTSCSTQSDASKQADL
FXIIa inh – inhibitors of human coagulation factor XIIa | purified FXIIa, Boc-QGR-AMC fluorogenic substrate, 2 h | actives 0.3% (n = 220,000) | inhibition, % at 5 µM; in the data active = inhibition above about 40%;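 also: 0% = enzyme with no compound and 100% = blank without enzyme; many of its hits are not listed in these tables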
Wee1 stabilizer – inhibitors of human Wee1 degradation. reporter increase, % at 5 µM. HeLa Luc-Wee1K328M stability, luciferase luminescence; 100% = proteasome inhibitor MG132 effect. actives 1.2% (n = 220,000);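 active = activation above the mean of all tested compounds plus 3 SD, set per screening run, cut at about 8.8% in these data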;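 also: cells exposed to compound for 20 h before luminescence read; 0% = DMSO alone and 100% = MG132 at 30 µM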
PPC-1+TRAIL kill – PPC-1 cancer cell killing with TRAIL present; PPC-1 cells + TRAIL, ATPLite viability luminescence; cell killing (% activity), % at 4 µM; actives 0.41% (n = 220,000); AID 1443;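 active = cell killing above 50% in the first pass at 4 µM, then a duplicate retest at 5 µM averaging 50% or more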;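 also: plate controls were cells with TRAIL plus DMSO for no effect and medium-only wells lacking cells for full effect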
zVAD death inh – L929 zVAD cell death inhibition. actives 0.38% (n = 220,000). AID 1377. L929 zVAD necroptosis rescue, ATP luminescence, 24 h; with zVAD 60 µM. viability rescue, % at 10 µM;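 active = activation, scaled between plate controls, above about 75%, limit read from the data; inactive = activation under that limit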;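 also: 0% = zVAD with DMSO and 100% = DMSO alone without zVAD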
Active calls of the source: *; x = no result given; & = joins results of further samples; [ ] = dose if it differs, or a comment.

SMILES	TNF necrop inh	CHOP inhibitor	TbHK1 inh	FXIa inh	PGE2 EP2 inh	FXIIa inh	Wee1 stabilizer	PPC-1+TRAIL kill	zVAD death inh
COc1ccc(-c2[nH]ncc2CN(C)Cc2nonc2C)c(OC)c1	0.5	27	2	-2	6	5	-2	9	-0.2
CCCOC(=O)c1ccc(NC(=O)c2nc3nc(C)cc(C)n3n2)cc1	0.8	20	-8	-1	-2	2	-2	1	-0.3
COc1ccc(C(=O)O)cc1S(=O)(=O)NCCCN1CCCC1=O	-0.7	6	0	2	12	-11	0	3	-0.2
C/C(=N\NC(=O)c1cc(-c2ccncc2)nc2ccccc12)c1ccc(OC(F)F)cc1	2.7	16	-17	-5	5	4	2	4	50
CC(O)CN(C)CC/C=C1/c2ccccc2CSc2ccccc21 (stereo not given)	4.9	10	-3	0	12	10	0	7	-0.3
CCOC(=O)NC(CC(=O)O)c1ccc(OCC)cc1 (stereo not given)	0.5	7	24	-2	11	13	3	14	0.0
CC1CCc2sc(C(=O)OC(C)C(=O)Nc3ncc(Cl)cc3Cl)cc2C1 (stereo not given)	1.8	90*	-1	4	8	9	10*	23	1.2
COc1ccccc1Nc1nc(N)nc(CN(C)C2CCCCC2)n1	1.1	-7	1	15	15	12	1	11	-0.4
O=C1SCCC1NS(=O)(=O)c1ccccc1[N+](=O)[O-] (stereo not given)	1.1	20	2	-2	2	8	0	2	1.4
C=CCn1c(-c2cc(Cl)ccc2OC)n[nH]c1=S	0.5	32	-7	-2	14	10	-1	4	-0.4
CC1(C)CC(=O)c2cnc(NCC3CCCO3)nc2C1 (stereo not given)	-1.1	14	-3	4	7	11	3	30	0.5
O=C(CCn1cnc2ccccc2c1=O)Nc1ccc(Cl)c(Cl)c1	1.8	38	-1	-1	2	10	-2	9	0.6
O=C(CN1CCN(c2ccccn2)CC1)Nc1cccc(S(=O)(=O)N2CCOCC2)c1	1.3	7	-4	0	15	0	6	-2	-0.2
Oc1c(CN2CCOCC2)cc(-c2ccccc2)cc1CN1CCOCC1	-2.5	-4	2	4	11	24	-1	12	-0.2
CC1(C)CC(=O)C(C=Nc2cccnc2)=C(O)C1	-1.5	22	-29	-4	9	1	-1	14	-1.4
CCCc1nc2ccccc2c(C(=O)OCC(=O)Nc2ccc(S(=O)(=O)N3CCOCC3)cc2)c1CC	7.7	12	-161	0	13	5	7	6	2.2
C=CCn1c(Cc2cccs2)nnc1SCC(=O)Nc1ccc(OC)cc1	1.2	47	-9	-5	6	-2	4	-9	2.6
CCOC(=O)c1ccc(-c2ccc(C=O)o2)cc1	-1.2	-13	-74	1	10	6	0	-24	0.1
CCOC(=O)N1CCN(c2ccc(O)cc2)CC1	-9.3	4	6	1	8	7	0	7	-0.1
CC(=O)Nc1sc2c(c1C#N)CC(C)(C)NC2(C)C	2.8	66	-6	5	6	15	-3	10	2.9
CCSc1nc(C)c(CCOc2cccc(C)c2)c(=O)[nH]1	0.6	-11	-2	-6	6	6	-3	x	1.6
COC(=O)CSc1nnc(-c2ccco2)o1	1.7	10	0	1	9	13	-3	17	1.0
CCOc1ccc(OCc2ccc(C(=O)NCc3cccnc3)o2)cc1	-0.7	4	-3	-3	17	14	1	5	-0.2
CC(=O)c1ccc(NC(=O)c2cn(-c3ccccc3)nc2-c2ccncc2)cc1	-4.2	10	-1	8	18	13	-4	7	0.3
O=C(CCCC(=O)OCC(=O)c1cccs1)Nc1ccc(F)cc1	-0.9	-13	14	1	3&8	6	1	7	0.2
Cc1ccccc1NC(=O)Nc1nnc(Cc2ccc([N+](=O)[O-])cc2)s1	2.0	91*	18	8	8	12	0	6	1.2
CC(C)CNC(=O)c1ccccc1SCC(=O)NC12CC3CC(CC(C3)C1)C2	2.2	8	4	6	5	11	2	10	5.4
Cc1cc(C)n2nc(S(=O)(=O)N(C)Cc3ccccc3)nc2n1	-0.9	24	-2	3	6	11	0	-4	0.7
Cc1ccc(NC(=O)C(=O)NCCc2c[nH]c3ccccc23)c(C)c1	-2.4	3	3	-5	11	0	1	8	0.8
CCC(=O)N1N=C(c2ccc(C)o2)CC1c1ccc(N(C)C)cc1 (stereo not given)	0.8	1	-9	-3	4	1	0	18	0.7
Cc1ccc(NC(=O)N2CCC(O)(c3cccnc3)CC2)cc1	1.6	14	0	8	13	17	0	13	0.9
CCN1C(=S)SC(=O)C1=C1C=C(C)N(CCO)C(C)=C1	0.7	43	2	5	7	9	8	10	2.1
FC(F)(F)c1ccc(Oc2ccc3ccccc3c2Br)nc1	0.6	8	0	-9	0	2	-3	5	0.0
Cc1cc(C)nc(SCC(=O)Nc2ccc(S(=O)(=O)NCCO)cc2)n1	1.5	-9	3	-5	13	9	0	16	0.4
COc1ccc(NC(=O)C2CCN(S(=O)(=O)c3ccc(OC)c(OC)c3)CC2)cc1	0.0	13	8	-3	5	8	-2	-32	0.7
COc1ccc(Cl)cc1N1C(=O)CC(Sc2ccccc2N)C1=O (stereo not given)	-1.5	4	-1	-2	6	4	-3	2	1.1
C=CCSc1nc(-c2ccccc2)c2cc(Cl)ccc2n1	-3.6	37	2	-13	4	0	1	2	0.1
Cc1ccc(CN2C(=O)CSC2c2cccnc2)cc1 (stereo not given)	-2.1	17	-15	1	8	10	2	5	-0.3
O=C(NCc1cccnc1)C(=O)NCC(c1ccco1)N1CCN(c2ccccc2)CC1 (stereo not given)	0.7	-7	34	2	4	13	-1	7	-0.2
CC1CCCCN1C(=S)Nc1ccc(OC(F)F)cc1 (stereo not given)	1.5	-8	-2	4	4	12	-3	4	0.0
Nc1nc(NCc2ccccc2)nc(NCc2ccccc2)c1[N+](=O)[O-]	-1.4	28	-18	1	4	5	0	-2	0.3
C=CCC(C(=O)OC)(C(=O)OC)c1ccc(C(F)(F)F)cc1[N+](=O)[O-]	-0.2	6	-5	-2	9	7	4	18	-0.7
COc1cc(C=O)ccc1OS(=O)(=O)c1ccccc1[N+](=O)[O-]	-0.8	-3	25	13	8	25	3	23	-0.9
CCOC(=O)c1nc(Nc2cc(C)cc(C)c2)c2ccccc2n1	1.1	-15	-9	2	3	1	0	16	0.9
O=C(CCNS(=O)(=O)c1cccs1)NCc1cccs1	-0.2	-1	6	16	14	15	-1	7	3.0
Cc1csc(C2=C(O)CN(c3ccc4c(c3)OCCOCCOCCOCCO4)C2=N)n1	-2.2	-19	-4	-11	5	-1	2	33	0.0
Cc1nc(C(=O)Nc2cccc(Cl)c2Cl)nn1-c1cc(OC(C)C)c(Cl)cc1Cl	-4.3	20	-1	-4	x	3	-2	12	0.2
CCCNC(=O)c1nnsc1S(=O)c1ccc(Cl)cc1 (stereo not given)	-19	107*	5	1	69*	-2	1	18	0.2
O=C(Nc1ccc2c(c1)OCCO2)c1ccccn1	-7.1	67	-3	0	-1	8	-3	43[5 µM]	0.0
Cn1c(CC(=O)Nc2ccc(Cl)c(Cl)c2)nnc1SCC(=O)NCc1ccccc1	0.6	5	-4	-11	2	5	-2	-6	2.2
(next part)
SMILES	TNF necrop inh	CHOP inhibitor	TbHK1 inh	FXIa inh	PGE2 EP2 inh	FXIIa inh	Wee1 stabilizer	PPC-1+TRAIL kill	zVAD death inh
COc1ccc(OCC(=O)Nc2ccc(N3CCCCC3)cc2)cc1	4.9	16	-3	-5	5	3	-2	1	34
COc1ccccc1-n1cnnc1SCC(=O)Nc1nc(C)c(Cl)cc1Cl	0.2	22	-2	1	6	11	13*	-24	0.0
O=C(NCCOc1cccc(Oc2ccccc2)c1)c1cc(-n2cnnc2)ccc1Cl	-10	31	3	0	10	16	0	19	0.2
CNc1ccc(C(=O)c2ccccc2C(=O)O)cc1[N+](=O)[O-]	-0.7	1	-25	-1	6	4	-2	20	0.6
COCCNC(=O)C(=O)NCC1OCCN1C(=O)c1ccc(Cl)cc1 (stereo not given)	0.7	0	2	-4	15	4	1	12	2.1
CCOC(=O)CNC(=O)CSc1nnnn1-c1cc(C)ccc1C	-1.8	7	-2	8	-2	7	-1	13	0.8
O=S(=O)(Nc1ccccn1)c1ccc(Oc2ccccc2)cc1	-1.3	-13	3	-6	7	10	-2	2	0.1
Cc1ccc(S(=O)(=O)C(NC(=O)c2ccccc2)=C(Cl)Cl)cc1	-23	x	0	x	5	x	-3	x	-0.6
CN1CCc2nc3sc(C(=O)NCc4ccccc4)c(N)c3cc2C1	2.0	1	-1	2	11	x	1	-6	2.2
O=C1CCCC(=O)N1c1ccc(Oc2ccc(Cl)cc2)cc1	0.9	-2	35	1	6	1	4	9	0.8
O=C(Nc1nccs1)c1ccc(Br)o1	3.8	20	-16	-8	17	15	0	2	3.6
Clc1ccc(OCc2nc(-c3ccccn3)no2)c(Br)c1	-0.6	72*	1	8	7	23	-1	45	0.1
N#CC1=C(N)C(C#N)(C#N)[C@H](c2ccncc2)[C@H]2CN(C(=O)OCc3ccccc3)CC=C12	-6.0	0	-1	3	12	12	1	8	-1.0
CCC(CC)C(=O)NCCc1ccc(S(N)(=O)=O)cc1	-1.9	42	16	-3	14	9	1	7	-0.6
O=C(O)c1ccccc1Sc1ccccc1S(=O)(=O)NC1CCCCC1	3.7	11	-11	1	4	3	5	-8	2.1
CSCCCNC(=O)c1ccc(OC2CCN(CCc3ccccc3)CC2)cc1	1.6	8	-7	-2	3	5	-2	27	1.9
O=C(O)CNCC1COc2ccccc2O1 (stereo not given)	0.9	21	31	-9	1	-1	3	37	-0.5
O=S(=O)(c1cccc2cccnc12)N1CCN(c2ccc(F)cc2)CC1	56*	12	-2	1	13	11	1	16	4.2
COc1cc(NC(=O)c2cnc(N)s2)cc(C(=O)Nc2cccc(C(F)(F)F)c2)c1	5.9	0	-18	0	53*	7	x	24	79*
O=S(=O)(Cc1cc(NCc2ccccc2)nc(-c2ccccn2)n1)c1ccccc1	1.4	-11	-5	-3	6	3	0	-6	-1.9

Profiles, quoted from the list. Values in the order: TNF necrop inh, CHOP inhibitor, TbHK1 inh, FXIa inh, PGE2 EP2 inh, FXIIa inh, Wee1 stabilizer, PPC-1+TRAIL kill, zVAD death inh
C=CCSc1nc(-c2ccccc2)c2cc(Cl)ccc2n1 in the list: -3.6, 37, 2, -13, 4, 0, 1, 2, 0.1
Oc1c(CN2CCOCC2)cc(-c2ccccc2)cc1CN1CCOCC1 in the list: -2.5, -4, 2, 4, 11, 24, -1, 12, -0.2

6 compounds from above, showing only PGE2 EP2 inh:
Molecule	PGE2 EP2 inh
O=C(Nc1nccs1)c1ccc(Br)o1	17
Clc1ccc(OCc2nc(-c3ccccn3)no2)c(Br)c1	7
N#CC1=C(N)C(C#N)(C#N)[C@H](c2ccncc2)[C@H]2CN(C(=O)OCc3ccccc3)CC=C12	12
CCC(CC)C(=O)NCCc1ccc(S(N)(=O)=O)cc1	14
O=C(O)c1ccccc1Sc1ccccc1S(=O)(=O)NC1CCCCC1	4
CSCCCNC(=O)c1ccc(OC2CCN(CCc3ccccc3)CC2)cc1	3

Going on with the list:
SMILES	TNF necrop inh	CHOP inhibitor	TbHK1 inh	FXIa inh	PGE2 EP2 inh	FXIIa inh	Wee1 stabilizer	PPC-1+TRAIL kill	zVAD death inh
CC(C)(C)c1nc(SCC(=O)NCc2ccco2)c2ccccc2n1	-3.1	-40	2	2	5	5	-1	9	-0.4
O=C(Cc1ccccc1)NNC(=S)Nc1ccccc1	-0.7	33	-5	-5	8	4	4	4	2.5
CCn1c(SCC(=O)Nc2c(C)n(C)n(-c3ccccc3)c2=O)nc2c1c(=O)n(C)c(=O)n2C	-0.1	-10	-6	0	0	3	2	10	0.5
Cc1ccc(-c2nn(-c3ccccc3)cc2C=O)o1	-2.7	-9	-3	3	2	6	11*	17	0.0
O=C(/C=C/c1ccco1)NCCCN1CCN(CCCNC(=O)/C=C/c2ccco2)CC1	0.6	23	-5	0	5	0	0	12	0.4
O=C(CSc1ccc(-c2ccco2)nn1)c1cccc([N+](=O)[O-])c1	0.3	38	4	5	5	3	2	2	0.1

These rows are one share of the data. The share of hits here may be higher or lower than overall.
